Screening results: PubChem BioAssay, several laboratories
HSF1 inhib: HSF1 inhibition; activity change, negative = inhibition, % at 7.5 µM (by protocol); AID 2098; NIH3T3-HGL HSE-luciferase, MG132-induced, luminescence 8 h; hits give low values; hit rate 0.77% among 300,000;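 active = more than half of replicate wells show activity change below -50%, luminescence cut by over half; inconclusive = some wells, but at most half, below -50%; inactive = no replicate well below -50%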;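 also: luciferase reports HSF-1 transcriptional activity via heat shock element; 0% = median of DMSO wells and -100% = zero luminescence signal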
HDAC3 inh: blocks human histone deacetylase 3; AID 2718; inhibition, % at 8.3 µM; O15379; hit rate 0.15% among 320,000; recombinant HDAC3, fluorogenic peptide/trypsin coupled, fluorescence; in the data active = inhibition above about 26%, passing the limit was not always enough; inconclusive = no clear call, values can overlap the other calls
HSP90 inh: HSP90 refolding inhibition in rabbit reticulocyte lysate. luciferase refolding luminescence, 3 h. inhibition, % at 5.6 µM. hit rate 0.91% among 290,000. AID 1789;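 active = inhibition above the screen-wide mean plus 3 SD, computed separately per campaign, cut at about 16% in these data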;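 also: 0% = DMSO wells and 100% = 60 µM geldanamycin wells; inhibitors lower the luminescence because luciferase stays unfolded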
AI-2 QS mod: modulates the Vibrio harveyi AI-2 quorum sensing system. Vibrio harveyi JMH597 AI-2 luminescence/OD600 ratio, 9 h; hits give low values; strain lacks LuxN and CqsS sensors; 0 = neutral-control median. hit rate 0.4% among 300,000. activity change, % at 7.5 µM; in the data active = activity change below about -75%, passing the limit was not always enough; inconclusive = no clear call, values can overlap the other calls;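 also: luminescence divided by OD600 gain over 9 h not by final OD600 alone; inactives centre near 13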
GSK3A inh: blocks human GSK-3 alpha kinase | AID 2650 | P49840 | hit rate 0.1% among 320,000 | inhibition, % at 10 µM | ADP-Glo luminescence, 60 min;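 in the data active = inhibition above about 50%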;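 also: GST-tagged GSK-3 alpha with peptide substrate and 25 µM ATP; 0% = DMSO neutral wells and 100% = GW8510 positive control wells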
Target sequence (P49840 whole entry, looked up): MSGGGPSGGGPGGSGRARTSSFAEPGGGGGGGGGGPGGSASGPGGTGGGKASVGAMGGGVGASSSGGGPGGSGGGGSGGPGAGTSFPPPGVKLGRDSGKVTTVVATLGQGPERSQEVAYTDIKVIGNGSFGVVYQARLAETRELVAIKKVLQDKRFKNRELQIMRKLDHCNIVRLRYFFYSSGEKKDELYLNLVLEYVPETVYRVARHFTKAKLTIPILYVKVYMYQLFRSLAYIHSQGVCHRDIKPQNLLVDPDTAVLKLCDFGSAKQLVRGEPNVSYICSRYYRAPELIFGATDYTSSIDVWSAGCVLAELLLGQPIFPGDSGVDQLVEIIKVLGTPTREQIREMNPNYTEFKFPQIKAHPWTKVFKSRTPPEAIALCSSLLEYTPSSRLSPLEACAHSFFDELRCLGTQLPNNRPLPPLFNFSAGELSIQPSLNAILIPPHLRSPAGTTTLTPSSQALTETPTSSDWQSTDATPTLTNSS
HSF-1 act: increases HSF-1 driven luciferase reporter signal; AID 504408; NIH3T3-HGL HSF-1 luciferase reporter, MG132, 8 h; 100% = twice DMSO control signal; activation, % at 9 µM; hit rate 1.7% among 300,000;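 active = mean replicate activation of at least 50% with a set share of replicates each reaching 50%; inconclusive = only one of those two conditions met; inactive = mean below 50% and too few replicates reaching it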;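 also: 0% = median of the neutral control wells and 100% = twice that signal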
DYRK1A inh: Dyrk1A (rat) kinase inhibition. ADP-Glo luminescence, NFATc1 peptide. hit rate 0.43% among 310,000. AID 504441. inhibition, % at 12.5 µM. Q63470; in the data active = inhibition above about 50%;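 also: plate controls were vehicle with enzyme for no effect and no enzyme for full effect; many of its hits are not listed in these tables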
GSK3B inh: inhibitors of human GSK3beta kinase | P49841 | GST-GSK3beta kinase, ADP-Glo luminescence, 60 min; hits give low values | activity score (negative = inhibition), % at 10 µM | hit rate 0.038% among 300,000;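 active = more than half of replicate wells score below -50%, meaning over 50% inhibition versus plate controls; inconclusive = some replicates but at most half score below -50%; inactive = no replicate scores below -50%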;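 also: 0% = median DMSO wells and -100% = median GW8510 positive control wells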
Target sequence (P49841 whole entry, looked up): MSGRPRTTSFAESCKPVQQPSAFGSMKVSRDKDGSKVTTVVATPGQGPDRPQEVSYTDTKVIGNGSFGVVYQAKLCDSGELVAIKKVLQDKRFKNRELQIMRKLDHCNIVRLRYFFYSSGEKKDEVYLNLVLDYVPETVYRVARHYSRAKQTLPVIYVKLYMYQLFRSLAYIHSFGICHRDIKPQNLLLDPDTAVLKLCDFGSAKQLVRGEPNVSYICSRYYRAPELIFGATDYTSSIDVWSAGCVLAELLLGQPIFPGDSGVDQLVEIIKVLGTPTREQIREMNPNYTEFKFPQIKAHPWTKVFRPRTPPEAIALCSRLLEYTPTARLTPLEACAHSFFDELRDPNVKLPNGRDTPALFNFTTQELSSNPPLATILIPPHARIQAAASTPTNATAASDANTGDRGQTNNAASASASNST
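Test system: GST-fused GSK3beta enzyme, cell-free | Quantity: 1.6 ng GST-GSK3beta enzyme per well | Reagent: 25 µM ATP with peptide substrate | Schedule: 60 min enzyme reaction, room temperature | Signal: Luminescent ADP-Glo measurement of ADP formed | Read-out basis: Score relative to plate controls | Control set: DMSO and 20 µM GW8510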
Platelet DG rel: modulates dense granule release in human platelets. human platelet-rich plasma, SFLLRN dense granule ATP release, luminescence. inhibition, %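 (compounds screened at 7.5 µM in platelet-rich plasma)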. hit rate 0.22% among 300,000;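 active = mean replicate score, as percent of positive control, at or above 50; inconclusive = mean below 50 but at least one replicate at or above 50; inactive = mean and every replicate below 50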
PolyA inh: yeast polyadenylation inhibition; calls only at 12 µM; S. cerevisiae SKY197-pL101 polyadenylation reporter, beta-gal luminescence; efflux-impaired pdr1/pdr3 knockout yeast; score 100 = 6 SD above DMSO; AID 1875; hit rate 0.02% among 300,000;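 active = lowest replicate activity score at least 50, where 100 means six control SD above control mean; inconclusive = lowest score under 50 but half or more replicates reach 50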;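 also: yeast exposed to compound for 9 h at 30 °C; higher score means more reporter readthrough which indicates perturbed polyadenylation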
The depositor's hits bear a star; i = inactive; ? = inconclusive; · = not tested or not shown.

SMILES	HSF1 inhib	HDAC3 inh	HSP90 inh	AI-2 QS mod	GSK3A inh	HSF-1 act	DYRK1A inh	GSK3B inh	Platelet DG rel	PolyA inh
COc1cccc(-n2cnc3sc(C)cc3c2=O)c1	-9	0	9	-2	-1	-15	-3	2	-3	i
COC(=O)c1ccc(COC(=O)CNS(=O)(=O)c2ccccc2)cc1	7	5	6	-4	0	22	4	1	10	i
COc1ccc(/C=C/C(=O)N(C)c2ccccc2C(=O)O)cc1	-3	13	1	6	-3	-10	19	-2	1	i
O=C(c1ccccc1NS(=O)(=O)c1ccc(F)cc1)N1CCCCC1	-4	3	-5	12	-1	2	-7	5	3	i
Fc1ccc(-c2cnc(-c3cccs3)o2)cc1	20	-28	0	2	1	19	5	1	3	i
C/C(Cl)=C\Cn1c(O)c(N=NC(N)=S)c2cc(Br)ccc21	6	3	-5	4	2	-10	4	-3	-7	i
CC(C)c1ccc(NC2CCCN(C(=O)c3ccccc3-c3ncc[nH]3)C2)cc1 (stereo not given)	3	-4	-1	-3	2	9	1	0	-7	i
COC(=O)C1=C(C(=O)c2ccccc2)C(c2ccccc2)n2nnnc2N1 (stereo not given)	-2	-2	4	20	1	25	0	1	7	i
CCOc1ccc(N(C(C)=O)C2C=CS(=O)(=O)C2)cc1 (stereo not given)	-6	3	-6	27	-5	-1	-5	1	-4	i
O=C(OCc1ccccc1Cl)c1cc([N+](=O)[O-])ccc1N1CCOCC1	1	0	2	17	-4	12	-2	3	6	i
CCOC(=O)C1=C(C)NC(C)=C(C(=O)OCC)C1C(=O)OCC(N)=O	5	-4	1	16	-4	-9	·	3	1	i
COc1cc(-c2nnc(NC(=O)c3ccc(S(=O)(=O)N4CCOCC4)cc3)o2)cc(OC)c1OC	-2	-5	0	17	0	1	·	1	3	i
COc1ccc(CNC(=O)C/C(C)=N/NC(=O)COc2ccccc2)cc1	-1	-7	-4	60	-4	-7	-5	2	-3	i
O=C(CNc1cccc(S(=O)(=O)N2CCCCC2)c1)Nc1ccccc1F	6	-1	-2	12	1	5	2	0	-3	i
Cc1ccc(Nc2cc(C)nc(NCc3ccccc3)n2)cc1	2	9	-1	-92*	-2	-16	-105	0	-24	i
O=[N+]([O-])c1ccc(OCCN2CCNCC2)cc1	4	4	3	13	0	-12	-4	-4	0	i
CCOc1ccc(C2c3[nH]c4ccccc4c3CCN2CCCn2cccn2)cc1 (stereo not given)	-6	14	-2	38	0	18	2	0	25	i
O=C(CN(C(=O)c1nsc(Cl)c1Cl)c1ccc(F)cc1)NC1CCCC1	3	-1	-2	·	-2	4	3	·	-1	i
CC1(C)CC(C)(c2ccc(O)cc2O)N(c2cccc(Cl)c2)C(=S)N1 (stereo not given)	-1	-3	3	19	6	-5	8	-1	-8	i
O=c1c2ccccc2nc(/C=C/c2ccc(Br)cc2)n1CCCO	23	4	-2	7	-1	47	5	-1	-2	i
O=C(CN(CCc1ccccc1)C(=O)CN1C(=O)COc2ccccc21)NCc1ccco1	-8	0	-3	33	-1	0	0	0	-4	i
CCOc1cc(N2CCOCC2)c(OCC)cc1NC(=O)CN1C(=O)NC2(CCCCCCC2)C1=O	13	-6	-4	9	-1	27	1	-3	-3	i
O=C(Nc1nnc(-c2ccc(F)cc2)s1)C1CCN(S(=O)(=O)c2ccc(Cl)cc2)CC1	-5	-6	1	7	-4	14	-3	-1	-6	i
O=C(N/N=C\c1cccc(OC(=O)c2ccco2)c1)c1ccc2c(c1)OCO2	1	3	15	12	2	15	4	1	-2	i
COc1ccccc1NC(=O)c1sc2ncn(Cc3ccc(C)cc3)c(=O)c2c1C	3	-3	-1	5	-2	4	-11	0	3	i
CN(C)/C=C(\C(=O)c1ccc(Cl)cc1)c1nnnn1-c1ccc(Cl)cc1	2	1	1	2	0	25	-3	-7	9	i
O=C(CSc1ncn[nH]1)Nc1ccc2c(c1)OCCO2	7	-3	-4	8	-1	-2	0	5	-3	i
O=C(NCc1ccc(Cl)cc1)c1ncn[nH]1	-14	0	1	2	-1	-23	-2	-1	16	i
Cc1cc(C)nc(SCC(=O)N(C)CC(=O)Nc2ccccc2Br)n1	0	-3	·	21	-2	-8	11	8	-2	i
O=C(Nc1cccc(-c2cscn2)c1)C1CCN(Cc2ccc(CO)o2)CC1	-4	·	0	12	·	8	-1	-4	3	i
COc1ccc(CN2CNc3nc4ccccc4n3C2)cc1	-8	0	6	6	·	-5	-1	0	-2	i
O=C(Nc1cccc(C(F)(F)F)c1)c1ccc(N2CCNCC2)c([N+](=O)[O-])c1	-1	-6	4	6	-1	4	20	4	2	i
Oc1ccc(NC(=S)Nc2ccc(F)cc2)cc1	2	0	-1	1	0	-2	·	-2	1	i
C=CCNC(=O)NC(=O)COC(=O)COc1ccc(Br)cc1F	-10	0	-1	21	0	2	2	1	-5	i
CCCc1ccc(OCc2ccccc2)c2c(=O)cc(C(=O)OCC)oc12	0	0	-1	·	2	16	1	-3	25	i
Cc1ccc(C(=O)O)cc1Nc1ncnc2sc3c(c12)CCC3	-2	-6	4	44	-3	-11	1	1	4	i
O=C(Cc1ccc(NS(=O)(=O)c2cccc(C(F)(F)F)c2)cc1)NCCN1CCOCC1	0	0	·	0	0	3	4	2	5	i
Cc1cccc(Oc2coc3cc(OC(=O)c4cc5ccccc5oc4=O)ccc3c2=O)c1	8	-2	-3	8	-3	19	-2	-4	-8	i
CCc1cccc(C)c1NC(=O)CSc1nc2ccc(N3C(=O)c4ccccc4C3=O)cc2s1	-6	-5	-1	28	3	6	5	-2	5	i
CCOC(OCC)c1ccc(/C=C\c2nccc(N)n2)cc1	0	-8	1	13	0	18	4	-6	4	i
Cc1ccc(-c2ccc(SCC(=O)N3CCN(c4ccccc4)CC3)nn2)cc1	6	1	-3	14	-2	19	0	-1	-3	i
CCN(C(=O)COC(=O)CNS(=O)(=O)c1ccccc1)c1ccccc1	-1	-8	0	6	-1	-9	0	3	2	i
CCN(CC)c1ccc(/C=N\NC(N)=O)cc1	-2	1	2	10	-3	-7	1	-3	1	i
CCN1CCCC1CNC(=O)c1cc2c(OC)cccc2[nH]1 (stereo not given)	0	-8	-1	14	2	-10	5	0	2	i
OCC1C2c3ccccc3C(c3ccccc32)C1CO (stereo not given)	-3	-4	1	19	0	9	0	-2	8	i
CCOC(=O)C1CCN(C(=O)C2CCCN(S(=O)(=O)c3ccc(OCC)c(Cl)c3)C2)CC1 (stereo not given)	-3	3	·	13	1	2	-4	3	-5	i
CCC(Sc1nc(C)cc(=O)[nH]1)C(=O)Nc1nnc(C)s1 (stereo not given)	3	-7	-2	17	-1	11	5	4	2	i
Cc1ccc(OCCC(=O)OC(C)C(=O)Nc2ccc(Cl)cn2)cc1 (stereo not given)	4	5	·	10	0	-21	8	1	2	i
COc1cccc(-n2nnc(S(=O)(=O)c3ccc(C)cc3)c2N)c1	-2	7	0	-92*	·	21	3	0	4	i
CC(=O)N1c2ccc(S(=O)(=O)N3CCCC(C(=O)NCc4ccc(Cl)cc4)C3)cc2CC1C (stereo not given)	-3	-1	4	15	-1	-2	·	2	2	i
CCn1cc(C(=O)Nc2cccc(C)c2)c(=O)c2ccc(C)nc21	-5	3	1	0	0	1	·	0	8	i
N#Cc1c(/N=C\c2ccc(O)c([N+](=O)[O-])c2)sc2c1CCCC2	6	9	-1	6	·	25	5	5	-7	i
C/C(=N/N=C/c1ccccc1O)c1ccccc1O	9	3	-1	-4	-2	-5	-8	-2	-5	i
CC(=O)NCC(=O)NC(C(=O)Nc1ccc2c(c1)OCCO2)c1ccccc1 (stereo not given)	-8	5	2	8	-1	-23	-42	1	4	i
Cc1ccccc1CN(c1ccc(C(=O)Nc2cccnc2)cc1)S(C)(=O)=O	-2	2	-1	1	0	3	-4	-1	0	i
COc1ccc(CC(=O)Nc2cccc(C(=O)NN3C(=O)c4ccccc4C3=O)c2C)cc1	-1	0	0	8	-1	5	6	2	13	i
O=C(NCC1CCCO1)c1cccnc1Nc1ccccc1F (stereo not given)	-29	5	6	1	-7	-40	22	-2	-13	i
CCOC(=O)N1CCN(C(=O)CN(c2ccc(OC)c(OC)c2)S(C)(=O)=O)CC1	8	-1	1	23	7	46	4	3	-1	i
CN(C)C(/C=C/Nc1cccc([N+](=O)[O-])c1)=C(C#N)C#N	-2	5	1	13	-1	13	3	-3	3	i
NCCCn1c(C(=O)c2cc(Cl)c(N)c(Cl)c2)c2ccc([N+](=O)[O-])cc2[n+]1[O-]	27	1	·	13	3	?	5	0	-3	i

Overlap with the part before: 3 compounds; new compounds follow.
SMILES	HSF1 inhib	HDAC3 inh	HSP90 inh	AI-2 QS mod	GSK3A inh	HSF-1 act	DYRK1A inh	GSK3B inh	Platelet DG rel	PolyA inh
CCOC(=O)N1CCN(C(=O)CN(c2ccc(OC)c(OC)c2)S(C)(=O)=O)CC1	8	-1	1	23	7	46	4	3	-1	i
CN(C)C(/C=C/Nc1cccc([N+](=O)[O-])c1)=C(C#N)C#N	-2	5	1	13	-1	13	3	-3	3	i
NCCCn1c(C(=O)c2cc(Cl)c(N)c(Cl)c2)c2ccc([N+](=O)[O-])cc2[n+]1[O-]	27	1	·	13	3	?	5	0	-3	i
Cc1ccc(N(CC(=O)NCC2CCCO2)C(=O)CCC(=O)Nc2nccs2)cc1C (stereo not given)	-4	-4	-4	20	-2	27	-8	-2	5	i
COc1ccc(C2(C(=O)Nc3ccc(C(=O)O)cc3)CCOCC2)cc1	3	-2	0	34	-1	21	-2	5	1	i
COc1cc(/C=N/NC(=O)c2ccc(CN3C(=O)c4cccc5cccc3c45)cc2)cc(OC)c1O	-7	3	8	24	-3	-4	-3	1	4	i
CCc1nnc(NC(=O)C2CC(=O)N(C3CCCC3)C2)s1 (stereo not given)	-8	0	-3	26	-1	-3	-8	3	7	i
C(=N\n1cnnc1)/c1ccc(-c2ccccc2)cc1	5	5	-1	2	-1	25	9	-1	27	i
COc1ccc(NC(=O)CSc2nnc(Cc3cccn3C)n2-c2ccc(F)cc2)cc1OC	-2	0	0	18	·	-9	1	2	5	i
CCOc1cc(CN2CCC(n3nccc3NC(=O)C3CC3)CC2)ccc1O	-1	-2	-4	-2	1	-2	7	0	-11	i
COc1ccccc1NS(=O)(=O)c1cccc(C(=O)N(C)Cc2cccs2)c1	3	4	0	32	0	4	-5	1	1	i
Cn1c2ccccc2c(=O)c2c(=O)n(Cc3ccco3)c(-c3ccc(F)cc3)nc21	16	3	5	20	-1	7	0	-4	1	i
Cc1nn(C)c(C(=O)Nc2ccc(S(=O)(=O)NC34CC5CC(CC(C5)C3)C4)cc2)c1Br	8	-8	2	4	-1	25	0	0	·	i
Cc1ccn2c(NC3CCCC3)c(-c3ccsc3)nc2c1	3	-6	2	4	2	5	3	-2	13	i

An excerpt; count on the stated rates, not on these rows.
